APJ antagonist – antagonists of human apelin receptor APJ, primary screen, CHO-K1 cells, beta-arrestin complementation, luminescence; P35414; hit rate 0.32% among 330,000; AID 2521, 2010; inhibition, % at 20 µM;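 active = inhibition above about 40% at 20 µM, limit read from the data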;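 note: cells challenged with 10 nM apelin-13 agonist together with compound; plate controls were apelin-13 plus DMSO wells for no effect and DMSO wells lacking apelin-13 for full effect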
APJ ag – agonists of human apelin receptor APJ, primary screen, CHO-K1 cells, PathHunter beta-arrestin, luminescence; P35414; 0% DMSO wells, 100% apelin; activation, % at 20 µM; hit rate 0.11% among 330,000;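 active = activation more than six SD over the plate average, tested at 20 µM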;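 note: 0% = DMSO alone and 100% = apelin-13 at 10 nM; some results filed as inactive read as strong as hits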
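system = engineered CHO-K1 APJ arrestin reporter cells | input = 1000 cells per well | timing = overnight seeding, 90 min compound at 25 °C, 1 h detection | measured by = enzyme-fragment complementation luminescence | read-out = beta-arrestin recruitment to APJ as agonist activity, luminescent signal | control set = negative DMSO alone, positive Apelin-13 at 10 nM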
tim10-1 inh – growth inhibitors of tim10-1 mutant yeast, primary screen, luminescence, uHTS. S. cerevisiae tim10-1 ts strain growth, BacTiter-Glo, 24 h. inhibition, % at 20 µM. hit rate 2.2% among 330,000. AID 463190, 2010;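 active = inhibition of at least 40%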;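 note: mutant grown at 25 °C; 0% = DMSO wells with yeast and 100% = wells holding no yeast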
XBP1 UPR activ – activators of adaptive XBP1 UPR arm, primary screen, cell-based, CHO-XBP1 luciferase reporter, luminescence, uHTS | IRE1-XBP1 UPR activation; percent of tunicamycin response, DMSO as zero | activation, % at 20 µM | hit rate 0.33% among 330,000;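 active = versus positive control, 20 µM dose yields 30% or more activation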;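 note: 100% = tunicamycin at 10 µg/mL and 0% = DMSO only wells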
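Material: CHO-XBP1 cells stably carrying IRE1-XBP1-driven luciferase reporter / Amount: 1000 cells per well / Compound: 20 µM, 1% DMSO / Times: 6 h treatment, 37 °C / Detection: luciferase luminescence / Measure: % activation of reporter signal versus tunicamycin and DMSO controls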
TIM10 inh – growth inhibitors of isogenic TIM10 control yeast, primary screen, counter-screen for tim10-1 yeast inhibitor project, luminescence, uHTS; hit rate 1.4% among 330,000; S. cerevisiae TIM10 strain growth, BacTiter-Glo luminescence, 24 h; inhibition, % at 10 µM;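 active = inhibition of 40% or more at the single tested concentration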;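 note: wild-type TIM10 isogenic control strain grown at permissive 25 °C; 0% = DMSO yeast wells and 100% = minimal medium wells without yeast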
tim23-1 inh – growth inhibitors of tim23-1 mutant yeast, primary screen, luminescence, uHTS; S. cerevisiae tim23-1 growth, BacTiter-Glo luminescence, 24 h; inhibition, % at 20 µM; hit rate 1.3% among 330,000;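 active = growth inhibition of the mutant yeast at or above 50%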;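 note: temperature-sensitive mutant grown at 25 °C; plate controls were DMSO-treated mutant yeast for no effect and medium wells lacking yeast for full effect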
Mdm2 MdmX PPI – inhibitors of human Mdm2-MdmX association, primary screen, cell-based, luminescence, split luciferase, SaOS-2, uHTS; Protein Mdm4 (Homo sapiens) + E3 ubiquitin-protein ligase Mdm2 (Homo sapiens), …; AID 485346, 2010; hit rate 3% among 330,000; SaOS-2 split-luciferase Mdm2/MdmX complementation; inhibition, % at 8 µM;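 active = inhibition of at least 50% at 8 µM in the primary screen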
Target sequence (O15151 whole entry, looked up): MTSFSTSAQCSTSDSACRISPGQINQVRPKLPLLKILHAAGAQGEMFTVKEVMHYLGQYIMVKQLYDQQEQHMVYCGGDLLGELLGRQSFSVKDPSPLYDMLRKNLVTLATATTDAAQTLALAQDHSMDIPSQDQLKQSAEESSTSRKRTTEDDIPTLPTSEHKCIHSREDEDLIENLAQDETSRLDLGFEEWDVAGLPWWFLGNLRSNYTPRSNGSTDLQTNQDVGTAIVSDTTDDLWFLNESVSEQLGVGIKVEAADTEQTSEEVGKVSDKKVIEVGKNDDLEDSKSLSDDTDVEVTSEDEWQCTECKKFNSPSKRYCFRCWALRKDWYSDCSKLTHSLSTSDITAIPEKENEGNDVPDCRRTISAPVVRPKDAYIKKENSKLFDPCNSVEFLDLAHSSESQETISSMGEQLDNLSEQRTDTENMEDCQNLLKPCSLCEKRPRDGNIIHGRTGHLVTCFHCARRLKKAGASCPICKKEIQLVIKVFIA
Target sequence (Q00987 whole entry, looked up): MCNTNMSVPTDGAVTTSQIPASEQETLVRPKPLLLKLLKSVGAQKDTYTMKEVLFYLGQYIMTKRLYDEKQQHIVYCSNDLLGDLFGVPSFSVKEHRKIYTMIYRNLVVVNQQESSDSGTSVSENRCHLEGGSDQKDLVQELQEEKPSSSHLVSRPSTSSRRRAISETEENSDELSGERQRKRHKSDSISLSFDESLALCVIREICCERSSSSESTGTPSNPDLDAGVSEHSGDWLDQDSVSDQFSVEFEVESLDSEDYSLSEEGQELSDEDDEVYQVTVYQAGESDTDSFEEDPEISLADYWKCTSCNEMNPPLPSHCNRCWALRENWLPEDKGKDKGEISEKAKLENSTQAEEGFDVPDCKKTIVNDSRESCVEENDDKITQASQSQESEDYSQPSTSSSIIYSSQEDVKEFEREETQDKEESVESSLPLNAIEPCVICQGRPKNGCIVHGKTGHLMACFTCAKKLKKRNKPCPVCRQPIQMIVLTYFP
UPR CHOP act – activators of apoptotic CHOP UPR arm, primary screen, cell-based, CHO-CHOP luciferase reporter, luminescence, uHTS; hit rate 0.34% among 330,000; AID 449763, 2010; UPR activation; percent of tunicamycin response over DMSO baseline; activation, % at 10 µM;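 active = at 10 µM dose, activation of 40% or more, normalized to positive control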;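 note: 100% = tunicamycin at 10 µg/mL and 0% = DMSO alone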
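Material: CHO-CHOP cells, stable luciferase reporter of PERK-eIF2a-CHOP signalling; quantity: 500 reporter cells seeded per well; buffer or medium: F12 medium containing 10% fetal bovine serum; compound: one dose, 10 µM in 0.5% DMSO; incubation: 6 h compound treatment, 37 °C; measured by: Steady-Glo luciferase luminescence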
CXCR6 inh – CXCR6 receptor inhibitors, primary screen, cell-based, beta-arrestin, luminescence, CHO-K1 PathHunter, 1536-well; AID 602244, 2012; inhibition, % at 20 µM; hit rate 0.36% among 360,000; C-X-C chemokine receptor type 6 (Homo sapiens), O00574; in the data active = inhibition above about 34%, passing the limit was not always enough;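 note: antagonist mode with CXCL16 agonist at 10 nM final; 0% = 10 nM CXCL16 with DMSO and 100% = unstimulated wells without agonist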
* = called active by the depositor.

SMILES	APJ antagonist	APJ ag	tim10-1 inh	XBP1 UPR activ	TIM10 inh	tim23-1 inh	Mdm2 MdmX PPI	UPR CHOP act	CXCR6 inh
O=C1CC(c2ccccc2)Cc2nc(N3CCc4ccccc4C3)ncc21 (configuration not stated)	12	1	20	-1	17	5	-17	-2.9	6
O=C(NCc1nc2ccccc2[nH]1)C1CCCCC1	-4	-1	-9	-4	2	8	-43	0.6	16
Cc1cccc(N=c2c([N+](=O)[O-])nn(-c3ccc(Cl)cc3)n2O)c1	-125	11	-18	2	-139	29	-26	2.3	-10
CNC(=O)c1cc(Nc2nnc(C)c3ccccc23)ccc1OC	-7	1	13	0	0	-3	6	1.5	-2
O=C(CCN1C(=O)c2ccccc2C1=O)Nc1sc2c(c1C(=O)NCc1ccco1)CCCC2	5	-1	7	-2	9	19	22	0.0	9
O=c1cc(N2CCN(c3ccccc3Cl)CC2)[nH]c(=O)n1Cc1ccc(F)cc1	-5	-2	3	3	8	14	43	0.1	4
COC(=O)C1=C(C)OC(N)=C(C#N)C1c1c(C)nn(-c2ccccc2)c1Cl (configuration not stated)	-29	-2	40*	0	36	43	15	1.0	-3
O=C(Nc1ccc(Oc2cccnc2)cc1)C1CCN(Cc2ccc(F)cc2)CC1	-20	4	29	-3	0	4	21	-0.3	-10
O=C(COC(=O)C1CC1)c1c[nH]c2ccccc12	0	2	12	3	-16	5	-30	3.4	4
CCN1C(=O)CS/C1=C(\C#N)S(=O)(=O)c1ccccc1	14	0	7	-5	13	10	24	1.0	-11
O=C(CN1C(=O)S/C(=C\C=C\c2ccccc2)C1=O)Nc1cccc(O)c1	1	-3	23	2	23	31	99*	5.8	-3
O=C(c1cc(-c2cccs2)on1)N1CCN(c2ccccc2)CC1	1	-1	39	2	6	29	25	2.1	-6
CCOc1[nH]n(-c2ccccc2)c(=O)c1C=Nc1ccc(F)cc1F	1	-2	6	-1	-9	-5	26	-1.4	-2
COc1ccc(-c2noc(CCC(=O)Nc3cccc(C)c3)n2)cc1	-8	4	-1	-1	7	11	-11	-0.3	-4
Cc1ccc(CNC(=O)c2ccccc2-n2cnnn2)cc1	5	-4	-4	1	3	4	-10	-0.2	6
Cc1ccc(N2CC(C(=O)NCCS(=O)(=O)N3CCN(c4ccc(F)cc4)CC3)CC2=O)cc1 (configuration not stated)	10	2	20	-1	8	16	25	1.4	-5
COC(=O)c1sc2ncccc2c1OCc1cccc(Cl)c1	6	-5	24	3	5	4	-3	-0.3	6
O=C(COC(=O)c1cccc(S(=O)(=O)N2CCc3ccccc32)c1)NC1CCS(=O)(=O)C1 (configuration not stated)	9	-3	1	-3	-1	-1	18	-0.4	1
O=C(CCn1nnc2ccccc2c1=O)N[C@H](C(=O)O)c1ccccc1	10	-2	11	-3	5	4	-16	-2.0	2
Cn1c(=O)[nH]c(=O)c2c1nc(CN1CCN(c3cccc(Cl)c3)CC1)n2CCc1ccccc1	2	-3	20	2	17	29	4	0.6	7
COc1cccc(-c2cc(C(=O)NCC3CCCO3)on2)c1 (configuration not stated)	-28	4	18	2	-7	-12	-24	4.7	0
CCCOC(=O)c1c(NC(=O)CCC(=O)O)sc2c1CCCCC2	10	-4	16	-3	5	25	21	-2.6	-14
O=C(CCNC(=O)c1ccc(Br)cc1)NC1CCCc2ccccc21 (configuration not stated)	6	9	13	-2	-23	18	88*	-0.7	2
Nc1nonc1-n1nnc(C(=O)N/N=C/c2c[nH]c3ccccc23)c1-c1ccccc1	-6	-2	12	-4	13	15	2	1.6	4
Cc1ccc(/C=C/C(=O)Nc2sc(C)c(C)c2C(=O)OC(C)C)o1	2	-6	14	-3	2	11	8	1.3	4
Cn1cnnc1SC/C(O)=C(\C#N)c1nc2ccccc2[nH]1	8	-3	1	-4	6	11	3	-1.1	-1
COc1cccc(NS(=O)(=O)NC(=O)c2c(C)[nH]c3ccccc23)c1	-13	-3	9	-3	2	8	-7	2.0	-3
O=C(C(=O)N1CCOCC1)c1c[nH]c2ccccc12	-1	-1	3	-2	19	8	8	1.4	9
O=C(N1CCN(c2ccc(F)cc2)CC1)C12CC3CC(CC(C3)C1)C2	1	0	39	-2	27	26	7	-0.5	-10
Cc1ccc2nc(NC(=O)CCCC(=O)O)sc2c1	4	-3	5	-5	7	13	21	-6.9	-2
CCCCOc1ccccc1C1NC(=O)CCC1[N+](=O)[O-] (configuration not stated)	4	-4	5	-4	15	4	20	5.0	0
Cc1cc2nc(C)n3c4ccccc4nc3n2n1	-3	-1	38	1	59*	43	14	-2.4	5
CN1CCN(C(=O)C2=C[C@@H](c3ccc4c(c3)OCO4)C[C@@H](OCc3ccc(CO)cc3)O2)CC1	4	-3	7	1	2	10	13	-1.4	-1
C=CCNC(=O)/C(C#N)=C/c1c(C)nn(-c2ccccc2)c1Cl	-4	9	71*	0	67*	72*	13	-1.9	4
COc1cc(CN2CCNC(=O)C2CC(=O)NCc2csc(C(C)C)n2)cc(OC)c1 (configuration not stated)	5	-4	2	-3	-6	5	-4	-1.0	-5
O=C1CCC(C(=O)OCc2c(Cl)cccc2Cl)N1 (configuration not stated)	6	-2	-1	-2	-3	4	-9	-0.1	-7
CCCCNc1nnc(SCC(=O)c2c(N)n(CCC)c(=O)[nH]c2=O)s1	16	-4	14	-1	-1	8	14	-2.0	6
Cc1cc(C)cc(-n2ncc3c2CCCC3NC(=O)c2csnn2)c1 (configuration not stated)	20	-4	41*	-3	17	42	2	0.9	0
COc1ccccc1CCN1CCCC(CN(C)Cc2ccc(OCCO)cc2)C1 (configuration not stated)	21	-2	-7	-4	-14	-24	24	2.3	3
Cc1cc(N2CCCC2=O)ccc1S(=O)(=O)N1CCOCC1	-11	-2	1	0	3	-7	-7	0.3	-3
COCCCNc1nc2ccccc2nc1NS(=O)(=O)c1ccc(C)cc1C	-4	-1	7	-3	1	33	-20	0.0	-2
Cc1nc(CNC(=O)CC2C(=O)NCCN2Cc2ccc(F)cc2)cs1 (configuration not stated)	16	-4	-12	0	-1	-5	10	1.9	2
O=C(NC1CCCCC1)c1cccs1	3	-1	1	-2	-10	15	24	-1.1	0
CC1(c2ccccc2Cl)NC(=O)N(CC(=O)N2c3ccccc3NC(=O)C2(C)C)C1=O (configuration not stated)	-1	-3	-8	-4	-5	-7	5	0.8	1
CCCC1CCC(C(=O)n2nc(N)c3cc4ccc(OC)cc4nc32)CC1 (configuration not stated)	8	-2	-3	0	-2	-8	35	-1.0	-4
Cc1ccc(NC(=O)N2CCOCC2)c(C)c1	-3	-6	9	1	4	8	3	0.6	9
COC(=O)C1=NN(C(C)=O)C2(CC(=O)N(c3cccc(C)c3)C2=O)C1 (configuration not stated)	-2	-5	-8	0	-11	-2	5	0.0	-7
Cc1csc(NC(=O)c2ccc(Br)s2)n1	2	-4	-18	2	0	24	-75	4.2	-9
CCOc1ccc(NC(=S)NCC(c2cccnc2)N2CCOCC2)cc1 (configuration not stated)	-7	-2	9	0	-12	4	3	-3.0	3
Cc1ccccc1OC(C)C(=O)NCc1cccnc1 (configuration not stated)	22	0	14	0	1	1	3	0.2	-5
NS(=O)(=O)c1cccc(-n2cnnn2)c1	4	-2	12	-1	6	-6	2	1.0	-6
CCn1c(C)nc2cc(C(=O)NNC(=S)NC(=O)c3ccc(OC)cc3)ccc21	2	-2	9	-3	-1	22	29	2.1	5
COc1ccccc1NC(=O)Cc1noc(CSc2cccc[n+]2[O-])n1	-6	0	-32	1	-8	-5	31	3.5	5

An excerpt of these results, in CSV form.
structure,APJ antagonist,APJ ag,tim10-1 inh,XBP1 UPR activ,TIM10 inh,tim23-1 inh,Mdm2 MdmX PPI,UPR CHOP act,CXCR6 inh
Cc1cc(N2CCCC2=O)ccc1S(=O)(=O)N1CCOCC1,-11,-2,1,0,3,-7,-7,0.3,-3
COCCCNc1nc2ccccc2nc1NS(=O)(=O)c1ccc(C)cc1C,-4,-1,7,-3,1,33,-20,0.0,-2
Cc1nc(CNC(=O)CC2C(=O)NCCN2Cc2ccc(F)cc2)cs1 (configuration not stated),16,-4,-12,0,-1,-5,10,1.9,2
O=C(NC1CCCCC1)c1cccs1,3,-1,1,-2,-10,15,24,-1.1,0
CC1(c2ccccc2Cl)NC(=O)N(CC(=O)N2c3ccccc3NC(=O)C2(C)C)C1=O (configuration not stated),-1,-3,-8,-4,-5,-7,5,0.8,1
CCCC1CCC(C(=O)n2nc(N)c3cc4ccc(OC)cc4nc32)CC1 (configuration not stated),8,-2,-3,0,-2,-8,35,-1.0,-4
Cc1ccc(NC(=O)N2CCOCC2)c(C)c1,-3,-6,9,1,4,8,3,0.6,9
COC(=O)C1=NN(C(C)=O)C2(CC(=O)N(c3cccc(C)c3)C2=O)C1 (configuration not stated),-2,-5,-8,0,-11,-2,5,0.0,-7
Cc1csc(NC(=O)c2ccc(Br)s2)n1,2,-4,-18,2,0,24,-75,4.2,-9
CCOc1ccc(NC(=S)NCC(c2cccnc2)N2CCOCC2)cc1 (configuration not stated),-7,-2,9,0,-12,4,3,-3.0,3
Cc1ccccc1OC(C)C(=O)NCc1cccnc1 (configuration not stated),22,0,14,0,1,1,3,0.2,-5
NS(=O)(=O)c1cccc(-n2cnnn2)c1,4,-2,12,-1,6,-6,2,1.0,-6
CCn1c(C)nc2cc(C(=O)NNC(=S)NC(=O)c3ccc(OC)cc3)ccc21,2,-2,9,-3,-1,22,29,2.1,5
COc1ccccc1NC(=O)Cc1noc(CSc2cccc[n+]2[O-])n1,-6,0,-32,1,-8,-5,31,3.5,5

Retrieved one by one from above:
SMILES	APJ antagonist	APJ ag	tim10-1 inh	XBP1 UPR activ	TIM10 inh	tim23-1 inh	Mdm2 MdmX PPI	UPR CHOP act	CXCR6 inh
COC(=O)C1=NN(C(C)=O)C2(CC(=O)N(c3cccc(C)c3)C2=O)C1 (configuration not stated)	-2	-5	-8	0	-11	-2	5	0.0	-7
CCOc1ccc(NC(=S)NCC(c2cccnc2)N2CCOCC2)cc1 (configuration not stated)	-7	-2	9	0	-12	4	3	-3.0	3

High-throughput results from PubChem.

These rows are one share of the data; the hit share may differ from the screen's.
